aDG glyco up = alpha-DG glycosylation activation. Pro5-aDG cells, alpha-DG glycosylation AlphaScreen (IIH6); 0% Pro5, 100% B10-LARGE cell signal. activation, % at 10 µM. 360,000 compounds, 0.22% hits. AID 624168;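 active = activation of at least 8% versus controls, or a plate z-score of at least 8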;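 also: Pro5 are CHO cells carrying HIG-tagged alpha-DG that lacks glycosylation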
ABCB6 inh 2 = inhibitors of human ABC transporter ABCB6. Q9NP58. K562-ABCB6 porphyrin accumulation, flow cytometry, 1 h; stronger effect = lower value. fluorescence ratio to DMSO, % at 10 µM. 360,000 compounds, 0.19% hits. AID 602162;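 active = fluorescence ratio to DMSO below 75%, the collection mean minus 3 SD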;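 also: signal is porphyrin accumulated inside mitochondria; 100% equals median channel fluorescence of DMSO control wells; lower ratio means ABCB6 inhibition with less porphyrin fluorescence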
Target sequence (Q9NP58 whole entry, looked up): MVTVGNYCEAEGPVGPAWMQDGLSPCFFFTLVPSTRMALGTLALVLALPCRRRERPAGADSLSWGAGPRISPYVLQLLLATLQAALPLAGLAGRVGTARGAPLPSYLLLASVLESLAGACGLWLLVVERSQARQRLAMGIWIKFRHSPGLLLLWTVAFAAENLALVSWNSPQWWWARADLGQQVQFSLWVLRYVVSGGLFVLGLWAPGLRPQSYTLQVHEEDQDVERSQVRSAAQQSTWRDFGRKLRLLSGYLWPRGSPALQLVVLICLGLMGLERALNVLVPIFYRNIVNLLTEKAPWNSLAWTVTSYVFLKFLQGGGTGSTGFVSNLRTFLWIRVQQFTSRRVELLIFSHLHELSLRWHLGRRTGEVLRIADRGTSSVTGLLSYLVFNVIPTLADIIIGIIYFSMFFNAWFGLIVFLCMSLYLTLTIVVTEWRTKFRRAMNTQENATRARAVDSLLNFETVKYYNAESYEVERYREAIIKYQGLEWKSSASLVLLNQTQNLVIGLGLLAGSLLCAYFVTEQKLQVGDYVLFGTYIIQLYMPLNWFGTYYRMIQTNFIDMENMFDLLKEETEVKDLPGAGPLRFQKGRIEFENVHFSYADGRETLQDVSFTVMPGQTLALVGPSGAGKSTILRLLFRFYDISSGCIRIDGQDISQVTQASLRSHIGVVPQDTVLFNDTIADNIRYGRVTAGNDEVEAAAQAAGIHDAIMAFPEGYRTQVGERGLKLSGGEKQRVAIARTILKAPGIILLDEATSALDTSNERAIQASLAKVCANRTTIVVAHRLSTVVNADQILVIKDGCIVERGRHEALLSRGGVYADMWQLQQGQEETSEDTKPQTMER
Vif imaging = inhibitors of HIV Vif | AID 602346 | 340,000 compounds, 0.35% hits | HEK293T cells, Vif self-association by quenched fluorescence, imaging, 24 h | inhibition, % at 7.49 µM; in the data active = inhibition above about 50%, passing the limit was not always enough; also: some results filed as inactive read as strong as hits
Glyco luc inh = N-linked glycosylation inhibition; D54 ERlucT glycosylation luciferase reporter, 24 h; percent of 100 nM tunicamycin response; reporter increase, % at 12.5 µM; 360,000 compounds, 0.23% hits; AID 588692;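 active = mean luciferase reporter signal, scaled so untreated is 0 and the glycosylation-blocking control 100, at or above a set limit in every replicate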;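 also: luciferase carries N-glycosylation sites so blocking glycosylation raises the light; 0% = median of neutral control wells and 100% = median of 100 nM tunicamycin wells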
PDI turbidity = PDI (human) enzyme inhibition; P07237; PDI insulin aggregation turbidity, A650, 90 min; inhibition, % at 10 µM; 350,000 compounds, 0.052% hits;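 active = mean inhibition across replicates of 30% or more, whatever share of single replicates reach that level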;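 also: absorbance from insulin aggregation driven by PDI reduction with DTT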
MC4R ag barr = agonists of human melanocortin 4 receptor (MC4R) beta-arrestin. 360,000 compounds, 0.98% hits. U2OS MC4R beta-arrestin complementation, luminescence; percent of melanotan II response, DMSO zero. activation, % at 8.9 µM. AID 540308;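 active = activation above a per-plate cutoff, the mean activation of sample wells on that plate plus 3 SD, cut at about 8% in these data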
m5-HT2A agonist = agonists of mouse serotonin 5-HT2A receptor (HTR2A); 360,000 compounds, 0.66% hits; CHO-K1 mHTR2A beta-arrestin complementation, luminescence; percent of 30 µM serotonin response; P35363; activation, % at 7.6 µM;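 active = activation above a run cutoff, the mean activation of all tested compounds plus 3 SD, cut at about 14% in these data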;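 also: 0% = plate median of compound wells and 100% = 30 µM serotonin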
MC4R antag cAMP = human MC4R antagonism in cAMP assay | MC4R-expressing cells, MTII-stimulated cAMP, LANCE TR-FRET | inhibition, % at 6.5 µM | P32245 | AID 540295 | 360,000 compounds, 0.48% hits;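 active = inhibition above its plate's cutoff, the mean of tested wells on that plate plus 3 SD, cut at about 29% in these data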;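 also: 0% = Melanotan II alone and 100% = Melanotan II plus saturating MCL0020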
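System: U2OS cells stably expressing human melanocortin 4 receptor (MC4R). Reagent: Melanotan II challenge after compound preincubation. Doses: 6.5 µM. Times: 30-min compound, 1-h challenge, 1-h detection, room temperature. Measured by: TR-FRET with Eu-cAMP and labeled anti-cAMP, 671 nm. Replicates: singlicate.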
CaV13 ICDI inh = Primary screen for inhibitors of IQ motif and Ca2+-dependent inactivation inhibitor domain binding in CACNA1D, Förster resonance energy transfer in living cells, … | HEK cells, CFP/YFP FRET ICDI-IQ, plate reader, 10 min; percent FRET-ratio fall versus neutral wells | 340,000 compounds, 0.098% hits | inhibition, % at 12.3 µM;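 active = mean replicate inhibition of at least 30% and at least 1% of replicates passing that level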;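 also: 0% = median of the neutral control wells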
H9c2 protect = myocardial damage modulation in H9c2 cells; protection from H2O2 cell death, % at 20 µM; AID 588492; H9c2 cardiomyocytes, H2O2 injury protection, ATPLite, 2 h; 360,000 compounds, 0.63% hits;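 active = compounds giving at least 50% protection of heart cells from peroxide-induced death in the single-dose screen, raw or plate-pattern-corrected value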;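 also: 0% = DMSO wells with peroxide and 100% = DMSO wells without peroxide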
An asterisk follows results filed as active; x = not tested or not shown.

Preview (2 entries):
SMILES | aDG glyco up | ABCB6 inh 2 | Vif imaging | Glyco luc inh | PDI turbidity | MC4R ag barr | m5-HT2A agonist | MC4R antag cAMP | CaV13 ICDI inh | H9c2 protect
O=C(Nc1ccc(NC(=O)c2ccco2)nc1)c1cccnc1 | -0.1 | 105 | -3 | -10 | 1 | 2.2 | 1 | 8 | -5 | -13
COc1ccccc1NC(=O)COC(=O)c1c(NC(C)=O)sc(C)c1C | 0.0 | 105 | -9 | 2 | -2 | 2.2 | 3 | 4 | -6 | 5

Results, from the start:
SMILES | aDG glyco up | ABCB6 inh 2 | Vif imaging | Glyco luc inh | PDI turbidity | MC4R ag barr | m5-HT2A agonist | MC4R antag cAMP | CaV13 ICDI inh | H9c2 protect
O=C(Nc1ccc(NC(=O)c2ccco2)nc1)c1cccnc1 | -0.1 | 105 | -3 | -10 | 1 | 2.2 | 1 | 8 | -5 | -13
COc1ccccc1NC(=O)COC(=O)c1c(NC(C)=O)sc(C)c1C | 0.0 | 105 | -9 | 2 | -2 | 2.2 | 3 | 4 | -6 | 5
COCCNC(=O)C1CC2Cn3c(nc4cc(C)c(C)cc43)C2N1C (stereo not drawn) | 0.3 | 89 | -3 | 4 | 9 | -1.4 | 4 | 7 | -5 | -3
Cc1ccc(C)c(SCC(=O)Nc2oc(C)c3c(C)n[nH]c(=O)c23)c1 | -0.2 | 92 | 6 | 1 | 3 | -1.4 | 2 | 7 | -4 | 7
O=C(Nc1cccc([N+](=O)[O-])c1)Nc1cccc([N+](=O)[O-])c1 | -0.6 | 93 | -17 | -10 | 4 | 1.1 | 1 | 34* | -2 | -27
CC(C)CCN(N=O)[C@@H](Cc1ccccc1)CN(N=O)[C@@H](Cc1ccccc1)CN(C)N=O | 0.2 | 96 | -1 | 20 | 7 | 2.1 | 1 | 4 | -10 | 4
CC(=O)c1cccc(NC(=O)c2cc3ccccn3n2)c1 | 0.5 | 98 | -4 | -4 | x | -0.6 | 0 | -1 | -3 | -15
COc1cc2c3c(n(C)c(=O)c2cc1OC)-c1cc2c(cc1C3=O)OCO2 | -0.4 | 97 | -3 | -3 | -3 | -1.3 | -1 | 10 | x | 10
Cc1ccc(NC(=O)NNC(=O)COc2ccc(Cl)cc2)cc1 | 0.0 | 100 | 9 | 3 | 11 | 3.7 | 3 | 1 | -19 | -2
C/C(Cc1ccccc1)=N\NC(=O)c1cccnc1 | -0.1 | 102 | 0 | 2 | -1 | 1.6 | -4 | -9 | -3 | 4
CC(=O)c1cccc(NC(=O)N2CC(C)OC(C)C2)c1 (stereo not drawn) | -0.2 | 100 | x | 1 | 4 | -0.7 | -9 | 9 | -10 | 4
COc1ccc(C(=O)NCC(=O)OCc2csc(-c3ccccc3)n2)cc1 | -0.1 | 96 | 7 | 0 | -12 | -2.4 | -3 | 15 | -5 | 0
COCCNC(=O)C(=O)NNC(=O)COc1ccc(OC)cc1 | 0.1 | 100 | -8 | 4 | 11 | -0.3 | 0 | 10 | 0 | 9
CC(/C=C/c1ccc2c(c1)OCO2)=N\NC(=O)c1cccc([N+](=O)[O-])c1 | 2.2 | 99 | x | 12 | -3 | 0.6 | 0 | -16 | -7 | 39
Cc1sc2ncn(CC(=O)NCC3COc4ccccc4O3)c(=O)c2c1S(=O)(=O)N1CCOCC1 (stereo not drawn) | -0.3 | 97 | -1 | 0 | -1 | -2.0 | -1 | 14 | -4 | 15
N#C/C(=C\N1CCCCC1)S(=O)(=O)c1ccc(Cl)cc1 | -0.2 | 95 | 2 | -2 | -4 | 1.9 | -9 | 4 | -5 | 0
c1ccc2[nH]c(CSc3nccs3)nc2c1 | 0.0 | 93 | -5 | 0 | 20 | 0.4 | 2 | 3 | -6 | -2
CC(=O)Nc1c2c(nn1-c1ccc(F)cc1)CSC2 | 1.2 | 96 | 0 | 1 | 2 | -2.7 | 9 | 4 | -4 | -1
COc1cc(/C=C2\C(=O)N(CCC#N)N=C2C)c(Br)cc1OC(C)C | 0.3 | 98 | -1 | -1 | -1 | -1.9 | 6 | 6 | -6 | 5
NNC(=O)c1ccc(CN2C(=O)c3cccc4cccc2c34)cc1 | -0.4 | 91 | -6 | 0 | 2 | 1.2 | 0 | -1 | -6 | -9
COc1ccc(/C(=N/Nc2ncnc3ccccc23)C(=O)O)cc1 | 0.0 | 93 | 7 | 0 | 3 | -1.5 | -5 | -9 | -4 | 1
COc1ccc(C(C)C)cc1S(=O)(=O)Nc1ccc(Cl)cn1 | 0.2 | 95 | -3 | 1 | -1 | -0.5 | -1 | 8 | -8 | -2
COc1ccc(/C(C)=N/NC(=O)CNC(=O)c2cccnc2)cc1 | 0.0 | 95 | -6 | 2 | -2 | 0.6 | 1 | 0 | -19 | 3
CCn1c(=O)c(CCC(=O)N2CCOCC2)c(C)c2c(C)nn(-c3ccccc3)c21 | 0.0 | 92 | -1 | -16 | 6 | -3.3 | 0 | 2 | x | 30
Cc1ccc2c(c1)CO[C@]21O[C@H](CCO)C[C@H](O)[C@H]1O | -0.1 | 98 | x | 2 | 7 | 0.0 | 7 | 3 | -6 | 4
CCOc1ccc(-c2ccc(SCC(=O)Nc3nnc(C)s3)nn2)cc1 | 0.0 | 94 | -4 | -5 | -1 | 5.0 | 0 | 21 | -2 | -28
Cc1cccc(NS(=O)(=O)c2ccc3nc(-c4ccccc4)[nH]c3c2)c1C | 0.8 | 96 | 3 | 10 | 1 | 9.0* | 3 | -1 | -3 | -5
COC(=O)c1ccc(C2/C(=C(/O)c3ccc(OC)cc3)C(=O)C(=O)N2Cc2ccco2)cc1 (stereo not drawn) | -0.1 | 93 | -3 | 2 | -8 | -0.8 | -4 | 19 | -4 | 2
CCOc1ccc(-n2nc3cc(C)c(N)cc3n2)cc1 | 0.0 | 88 | 4 | -14 | -6 | 0.1 | -2 | 16 | -1 | -14
COc1ccc2sc(-c3ccc(S(C)(=O)=O)cc3)c(-c3ccc4c(c3)OCCO4)c2c1 | -0.4 | 101 | -1 | -7 | -6 | -0.4 | 1 | 23 | -5 | 13
COCCOC(=O)C1=C(N)Oc2c(oc(CO)cc2=O)C1c1ccccc1F (stereo not drawn) | 0.0 | 103 | -11 | 4 | -1 | -3.2 | -2 | 4 | -8 | 4
O=C(Cn1c(=O)n(CCC(=O)N2CCc3ccccc3C2)c(=O)c2ccccc21)NCC1CCCO1 (stereo not drawn) | 0.0 | 100 | -7 | 1 | 3 | 0.2 | 0 | -8 | -4 | 5
C#CCOCCOCCOCCNc1nc(N2CCN(C(=O)[C@H]([C@@H](C)CC)n3cc(CCC(=O)O)nn3)CC2)nc(N2CCN(C(=O)[C@H](C)n3cc(CCCN=C(N)N)nn3)CC2)n1 | 0.0 | 99 | -3 | -1 | -1 | -0.4 | -2 | 5 | -5 | 0
COC(=O)c1c(C)oc2ccc(OC(=O)c3cccs3)cc12 | 0.2 | x | 10 | 0 | 1 | 4.5 | 5 | 6 | x | -5
O=C(NCc1ccc(C(F)(F)F)cc1)c1ccc2c(c1)S(=O)(=O)c1ccccc1C2=O | -0.1 | 94 | 12 | 1 | -4 | 2.1 | 0 | -2 | -6 | -7
C=CCNc1ccc(C(=O)O)cc1 | -0.2 | 102 | -18 | 1 | 7 | -1.7 | 2 | 4 | -5 | 9
CCN1C(=O)c2ccccc2S(=O)c2ccc(C(=O)NCc3ccc(OC)cc3)cc21 (stereo not drawn) | -0.1 | 97 | -8 | -3 | -4 | -3.0 | -11 | 5 | -6 | 11
C#CC(C)(O)C1CC(CC(=O)O)C1(C)C (stereo not drawn) | -0.1 | 100 | 22 | 0 | 10 | -1.4 | -2 | 3 | x | 6
O=C1CCC(c2ccccc2)=NN1 | 0.2 | 110 | 13 | 3 | 7 | 0.7 | 4 | 7 | -6 | 14
CC(Oc1ccccc1)C(=O)OCC(=O)NC(=O)NC1CCCCC1 (stereo not drawn) | 0.1 | 92 | 10 | 0 | 15 | -0.3 | -5 | 7 | -3 | 1
O=C1CN(C(=O)c2cc([N+](=O)[O-])ccc2Cl)C(c2ccc(F)cc2)c2cc(F)ccc2N1 (stereo not drawn) | -0.3 | 97 | 2 | 0 | 3 | -1.4 | 0 | 10 | -5 | 4
Cc1ccccc1NS(=O)(=O)c1cc2c3c(c1)CC(=O)N3CCC2 | 0.1 | 101 | -1 | -1 | 17 | -1.2 | -4 | -2 | -16 | 11
CCC(=O)N(Cc1ccco1)c1nc(-c2cc(OC)ccc2OC)cs1 | 0.0 | 93 | -1 | -3 | -3 | 9.7* | 10 | -3 | -8 | -3
Cc1nn(C)c(C)c1NC(=O)c1ccc(S(=O)(=O)N(C)C)cc1 | -0.3 | 99 | 11 | -1 | 1 | -0.8 | 1 | 4 | x | 2
Cc1nn(-c2ccccc2)c(C)c1C(=O)OCC(N)=O | -0.2 | 96 | 2 | 0 | 4 | -1.8 | -5 | 5 | -7 | 9
Cc1n[nH]c(=O)c2c1nnn2Cc1ccc(F)cc1 | -0.1 | 98 | -7 | -1 | -38 | -1.2 | 3 | 7 | -14 | -2
O=C1N[C@@H](Cc2cn(S(=O)(=O)c3ccccc3)c3ccccc23)C(=O)N[C@H]1Cc1ccccc1 | 0.1 | 93 | 17 | 0 | 0 | 0.6 | 1 | 3 | -11 | -4
CCNS(=O)(=O)c1ccc(NC(=O)Cc2ccc(F)cc2)cc1 | -0.2 | 109 | 0 | 2 | 0 | 0.3 | -9 | 12 | -9 | -1
C[C@H](NC(=O)c1[nH]cnc1C(=O)Nc1ccc(CNC(=O)OC(C)(C)C)cc1)C(=O)OCc1ccccc1 | 0.5 | 97 | -2 | 4 | 7 | 6.2 | 5 | 29* | -7 | -4
O=C(O)c1ccc(N(c2ccccc2)c2ccccc2)cc1 | 0.2 | 99 | 10 | 0 | -2 | -2.2 | 5 | 3 | x | 3
(more compounds)
SMILES | aDG glyco up | ABCB6 inh 2 | Vif imaging | Glyco luc inh | PDI turbidity | MC4R ag barr | m5-HT2A agonist | MC4R antag cAMP | CaV13 ICDI inh | H9c2 protect
Cc1noc(C)c1S(=O)(=O)N1CCC(C(=O)NCCC2=CCCCC2)CC1 | -0.1 | 133 | -13 | 0 | -11 | 0.6 | -3 | 3 | -4 | -6
COc1cc2c(cc1OC)C1=C(C#N)CC/C(=N\S(=O)(=O)c3ccccc3)N1CC2 | -0.3 | 100 | 9 | 3 | x | -1.7 | -7 | 6 | -5 | -4
CC(C)(C)C(=O)Nc1cc(NC(=O)C(C)(C)C)cc(C(=O)Nc2cc(C(=O)O)cc(C(=O)O)c2)c1 | -0.2 | 97 | -1 | 0 | 1 | -1.6 | 0 | -1 | -2 | 6
O=C(CSc1nnnn1-c1ccc(F)cc1)Nc1nc2ccccc2s1 | 0.0 | 97 | 10 | 4 | -1 | 31* | 10 | 5 | -5 | 1
COC(=O)COc1cccc2c(=O)n(CC(=O)NCCc3ccccc3)ccc12 | 0.5 | 88 | -6 | -1 | x | -0.3 | -1 | 2 | -9 | 8
CCS(=O)(=O)N1CCC(C(=O)Nc2cccc(C(C)=O)c2)CC1 | -0.2 | 91 | 5 | 2 | -8 | -0.8 | 1 | -2 | -4 | 1
